PPARg SRC-2 ag: agonists of PPARg-SRC-2 recruitment, primary screen, biochemical, HTS; Peroxisome proliferator-activated receptor gamma (Homo sapiens), P37231; PPARgamma LBD-SRC-2 recruitment; activation, % at 8 µM; 200,000 compounds, 0.34% hits; AID 1032, 2008; in the data active = activation above about 22%;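 also: 0% = vehicle and 100% = reference agonist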
Target sequence (P37231 whole entry, looked up, the tested form may be a part): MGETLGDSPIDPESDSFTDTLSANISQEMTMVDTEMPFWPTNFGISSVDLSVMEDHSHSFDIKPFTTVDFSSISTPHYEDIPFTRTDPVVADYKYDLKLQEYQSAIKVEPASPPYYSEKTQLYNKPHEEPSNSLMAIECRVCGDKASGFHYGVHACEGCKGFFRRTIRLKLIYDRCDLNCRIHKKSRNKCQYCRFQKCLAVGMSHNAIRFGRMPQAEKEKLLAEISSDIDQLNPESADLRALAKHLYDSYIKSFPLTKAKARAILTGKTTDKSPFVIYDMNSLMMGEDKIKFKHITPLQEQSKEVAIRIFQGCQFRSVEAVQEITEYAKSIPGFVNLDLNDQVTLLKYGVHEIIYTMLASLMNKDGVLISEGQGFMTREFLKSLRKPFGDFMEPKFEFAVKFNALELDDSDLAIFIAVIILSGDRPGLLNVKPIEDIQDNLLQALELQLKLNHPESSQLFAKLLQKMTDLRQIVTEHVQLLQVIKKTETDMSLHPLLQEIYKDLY
SRC2 TRFRET art: TR-FRET signal artefacts, primary screen, artefact control for PPARgamma SRC-2 agonist project, biochemical; 200,000 compounds, 0.4% hits; AID 1049, 2008; TR-FRET ratio at 8 µM; TR-FRET artefact counter-screen; stronger effect = higher value; in the data active = TR-FRET ratio above about 2000; also: inactives centre near 1500
Redox H2O2 prof: compounds producing H2O2 with reducing agent – biochemical, NIH compound library profiling, artefact control for MLSCN library redox annotation, primary screen; DTT-dependent redox cycling H2O2, phenol red/HRP absorbance; 100% = 100 µM peroxide control, 0% = buffer; activation, % at 10 µM; 200,000 compounds, 0.03% hits;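 active = activation of at least 50% relative to the plate's high and low controls in the primary single-dose screen; inactive = activation below 50%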;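 also: compound incubated with DTT at 0.8 mM final as the reducing agent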
bIAP inh: bovine intestinal alkaline phosphatase inhibitors, primary screen, selectivity assay for TNAP inhibitor project, biochemical, bovine IAP, CDP-star luminescence; purified bovine IAP, 30 min; inhibition, % at 20 µM; 190,000 tested, under 10 active;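 active = over 50% inhibition of intestinal alkaline phosphatase at 20 µM in the single-dose screen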
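System: purified bovine intestinal alkaline phosphatase (IAP) enzyme; Input: IAP diluted 1/65,000,000 in the well; Measured by: CDP-star luminescence signal; Compound dosing: 20 µM single dose; Incubation: 30 min reaction at room temperature.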
bIAP act: bovine intestinal alkaline phosphatase activators, primary screen, biochemical, bovine IAP, CDP-star luminescence | alkaline phosphatase, intestinal [Bos taurus] | purified bovine IAP, 30 min; stronger effect = higher value; fold of DMSO-control signal, blank-subtracted | activation factor at 20 µM | 200,000 compounds, 0.17% hits;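 active = activation factor of 2 or more at 20 µM, a signal rise over negative controls twice the positive control's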
PPARg SRC-3 ag: PPARgamma agonists recruiting SRC-3 coactivator, primary screen, biochemical; Peroxisome proliferator-activated receptor gamma (Homo sapiens), P37231; biochemical PPARgamma/SRC-3 coactivator recruitment assay; activation, % at 8 µM; 200,000 compounds, 0.26% hits; AID 731, 2007; in the data active = activation above about 23%;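 also: 0% = DMSO and 100% = reference agonist; some compounds past the cut are filed as inactive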
PPARg SRC1 recr: PPARgamma agonists recruiting SRC-1 coactivator, primary screen, biochemical; AID 631, 2007; PPARgamma-SRC-1 coactivator recruitment biochemical assay; 200,000 compounds, 0.41% hits; activation, % at 8 µM; in the data active = activation above about 19%;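 also: 0% = DMSO and 100% = reference agonist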
S1P3 antagonist: S1P3 receptor antagonists, primary screen, cell-based. 170,000 compounds, 0.27% hits. Sphingosine 1-phosphate receptor 3 (Homo sapiens), Q99500. CHO S1P3 NFAT-BLA reporter, FRET fluorescence, antagonist mode. inhibition, % at 4.98 µM;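 active = inhibition above the plate cutoff, the mean inhibition of test wells on that plate plus 3 SD, cut at about 28% in these data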;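 also: cells challenged with S1P at its EC80 of 0.8 µM; blue over green emission ratio from cleaved BLA substrate after 4 h stimulation; 0% = S1P-stimulated wells and 100% = unstimulated DMSO-only wells; some compounds past the cut are filed as inactive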
Target sequence (Q99500 whole entry, looked up): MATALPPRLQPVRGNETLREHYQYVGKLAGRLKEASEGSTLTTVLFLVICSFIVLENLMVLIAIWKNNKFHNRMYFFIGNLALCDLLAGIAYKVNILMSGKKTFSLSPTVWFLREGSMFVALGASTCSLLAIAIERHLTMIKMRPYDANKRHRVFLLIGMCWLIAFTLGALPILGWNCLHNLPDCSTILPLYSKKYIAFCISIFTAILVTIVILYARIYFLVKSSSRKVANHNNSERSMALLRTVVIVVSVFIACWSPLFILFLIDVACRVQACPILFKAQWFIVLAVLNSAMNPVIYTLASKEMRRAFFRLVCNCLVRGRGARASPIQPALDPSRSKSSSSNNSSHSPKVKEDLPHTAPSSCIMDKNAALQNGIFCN
Lmaj promast: Leishmania major promastigote growth inhibition, primary screen; AID 1063, 2008; inhibition, % at 10 µM; Leishmania major promastigotes, resazurin fluorescence viability; 200,000 compounds, 9% hits; in the data active = inhibition above about 50%;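 also: promastigotes grown with compound for 44 hours at 28 °C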
ROMK mod: ROMK potassium channel modulators, primary screen, cell-based, thallium flux, MLSMR library | Tet-inducible ROMK, thallium flux fluorescence; actives lie on both sides | 130,000 compounds, 2% hits | B-score at 10 µM | ATP-sensitive inward rectifier potassium channel 1 (Homo sapiens), P48048;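 active = signal ratio slope over the read window, or its plate-corrected B-score, at least 3 SD from the plate mean, either direction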;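 also: B-score of the F/F0 ratio slope over 7 to 12 s after thallium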
TLR4-MyD88 BLA: inhibitors of TLR4-MyD88 association in cells, primary screen, cell-based, HeLa CL3-4, BLA complementation, FRET ratio; 200,000 compounds, 0.18% hits; Toll-like receptor 4 (Homo sapiens) + Myeloid differentiation primary response protein …; inhibition, % at 8.4 µM; HeLa CL3-4 TLR4/MyD88 BLA complementation; in the data active = inhibition above about 25%;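 also: 0% = vehicle and 100% = reference inhibitor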
* hit, by the source's call; · = not tested or not shown.

Second line of a record: PPARg SRC-2 ag, SRC2 TRFRET art, Redox H2O2 prof, bIAP inh, bIAP act, PPARg SRC-3 ag, PPARg SRC1 recr, S1P3 antagonist, Lmaj promast, ROMK mod, TLR4-MyD88 BLA
> COc1ccc(NC(=O)C2CC(=O)N(c3cccc(C)c3C)C2)cc1 (stereo not drawn)
 : 0, 1609, 0.0, -18, 1.2, -4, -1, -18, 5, -0.83, 12
> COc1ccc(NC(=O)C(NC(=O)CNC(C)=O)c2ccc(C)cc2)cc1 (stereo not drawn)
 : 2, 1552, -0.2, -2, 1, -3, 7, ·, -4, 0.71, 8
> COc1cc2c(cc1OC)CN(CC(=O)Nc1ccc(C#N)cc1)CC2
 : 7, 1697, 0.2, -28, 1.3, 5, 2, ·, -1, 0.32, -4
> CCCCn1c(=O)c(C(=O)OCC)c(O)c2ccccc21
 : 1, 1605, 1.6, -15, 1.1, 7, 11, -14, -8, -1.5, 5
> O=C(NNCC(O)COc1ccccc1)c1ccccc1 (stereo not drawn)
 : 2, 1377, -0.1, 11, 0.9, 1, -1, 9, -3, -0.036, 3
> Cc1nnc(NC(=O)Nc2cccc(Cl)c2)s1
 : 0, 1283, 3.7, 6, 0.9, 2, -7, -12, 4, ·, 7
> CN(C)CCOc1ccccc1C(C)(C)C
 : 0, 1529, 0.0, 2, 1, 0, 3, ·, -4, 0.88, 6
> Cc1nn(C(=O)c2cccnc2)c(C)c1C
 : 6, 1734, -1.1, -2, 1, 5, 9, -45, 0, ·, -14
> COC(=O)c1cn(C(=O)OC)c2ccccc12
 : 8, 1581, 0.7, 7, 0.9, 8, 4, 8, 19, -0.12, 5
> O=C(NC1CCCCC1)NC1CC2CCCC(C1)N2C1CCCC1 (stereo not drawn)
 : 9, 1605, 1.3, -39, 1.4, -4, 5, ·, -7, ·, 1

Full records as entered above. Values in the order: PPARg SRC-2 ag	SRC2 TRFRET art	Redox H2O2 prof	bIAP inh	bIAP act	PPARg SRC-3 ag	PPARg SRC1 recr	S1P3 antagonist	Lmaj promast	ROMK mod	TLR4-MyD88 BLA
CN(C)CCOc1ccccc1C(C)(C)C reads 0	1529	0.0	2	1	0	3	·	-4	0.88	6
O=C(NNCC(O)COc1ccccc1)c1ccccc1 (stereo not drawn) reads 2	1377	-0.1	11	0.9	1	-1	9	-3	-0.036	3

Next section
Second line of a record: PPARg SRC-2 ag, SRC2 TRFRET art, Redox H2O2 prof, bIAP inh, bIAP act, PPARg SRC-3 ag, PPARg SRC1 recr, S1P3 antagonist, Lmaj promast, ROMK mod, TLR4-MyD88 BLA
> Cc1ccc2nsnc2c1NC(=O)c1ccccc1[N+](=O)[O-]
 : 1, 1611, -0.4, ·, 0.4, -3, -5, 10, -4, -0.58, -3
> O=C1/C(=C/c2ccc([N+](=O)[O-])cc2)C=C(c2ccccc2)N1c1ccccc1
 : 6, 1653, -3.4, 26, 0.7, -13, 2, ·, -3, ·, 9
> CC(C)(C)C(=O)O/N=C1/C(=O)N(c2ccccc2)c2ccccc21
 : -6, 1427, -3.5, 8, 0.9, 5, 3, ·, -5, 0.24, -19
> COc1ccc(CNC(=O)CSCc2cnn(-c3ccccc3)c2-n2cccc2)cc1
 : -5, 1410, 0.2, -146, 2.5*, -10, -1, ·, -1, -0.19, 12
> COc1ccc(-n2c(Cc3cc(=O)[nH]c(=O)[nH]3)nnc2SCc2ccccc2)cc1
 : 1, 1658, -1.1, -11, 1.1, -3, 6, -30, -11, ·, 11
> Cc1ccc(C(=O)COC(=O)CCCC(=O)NC2CCCCC2)cc1[N+](=O)[O-]
 : 2, 1682, ·, 34, 0.7, 3, -4, -13, 33, ·, -5
> Cc1ccccc1Nc1nc(Cl)c(C=O)s1
 : -5, 1629, 0.0, -10, 1.1, 0, 4, -11, 10, 0.091, 4
> Cc1ccc(C)n1NC(=O)c1ccccc1Cl
 : -2, 1517, 1.2, 4, 1, 6, 4, 0, 3, ·, 6
> Cc1nc([N+](=O)[O-])cn1-c1ccc(N)cc1
 : 11, 1684, 0.6, 18, 0.8, -3, 5, -13, -3, ·, 0
> O=C(Cn1cnc2cc([N+](=O)[O-])ccc2c1=O)NCc1ccccc1
 : -2, 1320, 0.2, -2, 1, -2, 0, -2, 60*, 0.47, -24
> O=C(N/N=C\c1ccc(CN(Cc2ccc(Cl)cc2)S(=O)(=O)c2ccccc2)o1)C(=O)Nc1ccc(F)cc1
 : 5, 1496, 0.2, -9, 1.1, 3, 3, ·, 81*, 0.42, 4
> Cc1cc2cc(C)c(NCCNC(=O)c3ccccc3)nc2cc1C
 : -4, 1587, -0.4, -14, 1.1, 2, -2, 13, 13, -0.26, 9
> O=C(O)CC1CCC(=C(Cl)Cl)C1 (stereo not drawn)
 : -4, 1413, -0.7, -4, 1, 6, -8, -12, 95*, ·, 4
> Cc1ccc(NC(=O)c2sc3nc4c(c(-c5ccco5)c3c2N)CCC4)cc1
 : 10, 1597, 2.9, -5, 1, 12, 4, ·, 18, ·, 13
> C=CCSc1nc(Cc2ccc(Cl)cc2)nc2ccccc12
 : 4, 1535, -5.0, 11, 0.9, -4, 2, ·, 1, ·, 0
> CC1(C)CC(=O)N(CC(=O)NCc2ccccc2)c2ccccc2S1(=O)=O
 : 1, 1403, 0.1, 0, 1, 6, -1, -25, -5, ·, -6
> CCOC(=O)NC(=O)CSc1nc(-c2ccc(C)c(C)c2)cn1-c1ccccc1
 : 7, 1685, -0.2, 7, 0.9, 9, 5, 6, 12, -0.02, -1
> CC(=O)c1cc(NC(=O)c2ccc(C)cc2)c(=O)oc1C
 : 4, 1545, -2.5, -4, 1, 3, 3, -3, 1, -0.39, 0
> Nc1nc(-c2ccc(C(=O)O)cc2)cs1
 : 4, 1519, -2.4, -13, 1.1, 4, 5, -19, -4, 0.92, 1
> O=C(CN1C(=O)c2cccc3cccc1c23)NCC1CCCO1 (stereo not drawn)
 : 4, 1467, 1.6, 1, 1, -3, 6, 4, -2, -0.35, 3

Quoted from the listing.
Under TLR4-MyD88 BLA, `CC1(C)CC(=O)N(CC(=O)NCc2ccccc2)c2ccccc2S1(=O)=O` reads -6
Under S1P3 antagonist, `O=C(NNCC(O)COc1ccccc1)c1ccccc1` (stereo not drawn) reads 9
Under PPARg SRC-3 ag, `C=CCSc1nc(Cc2ccc(Cl)cc2)nc2ccccc12` reads -4

(more compounds)
Second line of a record: PPARg SRC-2 ag, SRC2 TRFRET art, Redox H2O2 prof, bIAP inh, bIAP act, PPARg SRC-3 ag, PPARg SRC1 recr, S1P3 antagonist, Lmaj promast, ROMK mod, TLR4-MyD88 BLA
> CC(=O)N/C(=C\c1ccccc1)C(=O)OCC(=O)N1CCCCCC1
 : 3, 1409, 0.3, 40, 0.6, -4, -5, -4, -5, 0.046, -8
> COC(=O)/C=C1\NC(=O)C(C)S1 (stereo not drawn)
 : 5, 1364, -1.0, -10, 1.1, 3, 0, -27, -4, 0.54, -13
> CC1CCN(C(=S)NC2CC3CCC2C3)CC1 (stereo not drawn)
 : -2, 1366, 0.8, 2, 1, 2, 4, 5, -2, ·, -1
> CCOC(=O)C1CCC(CN(Cc2ccccc2)S(=O)(=O)c2ccc([N+](=O)[O-])cc2)CC1 (stereo not drawn)
 : 2, 1567, 0.2, -14, 1.1, 6, 9, -9, 22, ·, -1
> O=[N+]([O-])c1cc(Cl)c2cccnc2c1O
 : 2, 1449, 0.8, -19, 1.2, 1, 6, -7, -2, 0.44, 6
> CC(=O)c1ccc(OCCCN2CCCCC2)cc1
 : 21, 1520, 0.0, -9, 1.1, 15, 5, ·, 88*, 0.14, -1
> O=C(CSc1nnc(C2CC2)n1-c1ccccc1)NCCc1ccccc1
 : -13, 1345, 0.3, 10, 0.9, -9, 0, ·, -3, 2.5, 3
> CCN1CCN(c2ncnc3c2oc2nc(C)c4c(c23)CC(C)(C)OC4)CC1
 : 3, 1502, -3.5, ·, ·, -3, 0, -14, 7, ·, 10
> COc1ccc(NS(=O)(=O)c2cc(NC(=O)c3ccc(=O)[nH]c3)ccc2N2CCOCC2)cc1
 : 1, 1585, -0.6, -6, 1.1, -2, 1, -3, -3, 0.35, 11
> N#CC(=C1CCCC1)c1nc(-c2ccc(Cl)cc2)cs1
 : 0, 1510, -3.2, 18, 0.8, -5, 6, ·, -3, ·, -5
> COc1ccc2c(c1)[nH]c1c(=O)n(CCc3cnc[nH]3)cnc12
 : -1, 1414, -0.1, -23, 1.2, 1, -3, 7, 16, ·, 13
> COc1ccc(CCNC(=O)C2CCN(S(C)(=O)=O)CC2)cc1OC
 : -3, 1382, 7.1, 4, 1, -4, 6, -20, -5, 0.78, -2
> COC(=O)c1oc2ccc(Br)cc2c1NC(=O)CN1CCN(C)CC1
 : 5, 1681, 0.7, ·, ·, -1, 8, 9, 100*, ·, -5
> O=C1c2ccccc2C(=O)N1CCSc1nncs1
 : 6, 1559, -1.8, 14, 0.9, -5, 4, 3, -4, ·, 3
> CCN(CC)c1ccc(N=Nc2ncn[nH]2)cc1
 : 5, 1585, -0.1, 30, 0.7, 7, 4, -4, -2, 0.97, 0
> COc1ccc(CCC(=O)NCCc2cn3c(C)csc3n2)cc1
 : -1, 1397, 0.4, -5, 1, 10, -4, 6, -7, ·, -4
> Cc1nc2c(-c3ccccc3)c(C)nn2c(C)c1CC(=O)O
 : -3, 1430, 1.1, 6, 0.9, -6, -5, -45, -3, 0.15, 12
> Cc1cc(CC(C)C)n(-c2nc3ccccc3c(=O)n2OCC(N)=O)n1
 : 6, 1523, 0.1, 2, 1, 8, 5, -3, 1, ·, 3
> O=C(NCC(c1ccco1)N1CCN(c2ccccc2)CC1)c1ccc2c(c1)OCO2 (stereo not drawn)
 : 4, 1600, -1.7, -9, 1.1, 4, 9, 16, 23, -0.073, -8
> COC(=O)c1ccc(OCCN2C3=NCCN3c3ccccc32)cc1
 : 7, 1443, -1.7, -14, 1.1, 2, 8, -21, 37, ·, -1
